# DUSP3 inh: VHR1 phosphatase inhibitors, primary screen, biochemical, absorbance, uHTS; Dual specificity protein phosphatase 3 (Homo sapiens), P51452; inhibition, % at 13.3 µM; recombinant VHR phosphatase, pNPP absorbance; 0.52% of 290,000 active; in the data active means inhibition above about 50%; further: some compounds called inactive have numbers as strong as hits
# Target sequence (P51452 whole entry, looked up): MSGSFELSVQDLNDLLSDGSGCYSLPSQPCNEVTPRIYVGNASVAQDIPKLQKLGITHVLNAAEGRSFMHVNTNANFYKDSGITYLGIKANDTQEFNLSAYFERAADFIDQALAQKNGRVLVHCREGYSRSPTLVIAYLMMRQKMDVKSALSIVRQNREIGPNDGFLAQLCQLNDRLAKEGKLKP
# CCHF vOTU inh: CCHFV vOTU protease inhibitors, primary screen, biochemical, Pep-AMC substrate, fluorescence | Crimean-Congo hemorrhagic fever virus L polyprotein viral ovarian tumor (vOTU) protease … | inhibition, % at 11.5 µM | 0.55% of 370,000 active; in the data active means inhibition above about 30%; further: 0% = vehicle wells with enzyme and 100% = no enzyme wells
# MazF activator: activators of E. coli MazEF toxin-antitoxin RNase, primary screen, biochemical, fluorescence, uHTS | Endoribonuclease toxin MazF (Escherichia coli (strain K12)), P0AE70 | FAM/BHQ RNA-DNA oligo cleavage fluorescence, 5 h | activation, % at 20 µM | 0.32% of 350,000 active; in the data active means activation above about 50%
# Target sequence (P0AE70 whole entry, looked up): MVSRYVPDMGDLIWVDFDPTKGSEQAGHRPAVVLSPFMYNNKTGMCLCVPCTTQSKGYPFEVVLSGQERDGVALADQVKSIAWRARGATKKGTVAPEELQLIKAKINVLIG
# SSB-PriA inh: inhibitors of Klebsiella pneumoniae PriA binding to SSB C-terminal tail, primary screen, biochemical, AlphaScreen | AID 1272365, 2023 | 0.6% of 430,000 active | inhibition, % at 33 µM | PriA–SSB C-terminal tail interaction (Klebsiella pneumoniae) | AlphaScreen SSBct-PriA binding, biotinylated peptide; in the data active means inhibition mostly above about 37%, no sharp cut-off; inactive means mostly below about 20%;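 further: plate controls were negative control peptide for no effect and reference peptide for full effect; strong numbers were not always called active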
# Anthrax LF prot: Bacillus anthracis LF protease inhibitors, primary screen, biochemical, multiplex microsphere, MLPCN library. Lethal factor (Bacillus anthracis), P15917. multiplex microsphere protease cleavage assay. inhibition, % at 10 µM. 0.12% of 360,000 active; further: plate controls were buffer without enzyme for full effect and enzyme alone for no effect
# BoNT F protease: BoNT/F light chain protease inhibitors, primary screen, biochemical, flow cytometry, MLPCN library; Botulinum neurotoxin type F light chain protease (Clostridium botulinum); Multiplex microsphere protease cleavage assay; inhibition, % at 10 µM; 0.22% of 360,000 active; in the data active means inhibition above about 35%, passing the limit was not always enough; inconclusive means no clear call, values can overlap the other calls; further: plate controls were buffer without enzyme for full effect and enzyme alone for no effect
# PrPC TRFRET: inhibitors of human cell surface prion protein PrPC, primary screen, cell-based, TR-FRET. Major prion protein (Homo sapiens), P04156. TR-FRET read-out. inhibition, % at 13.8 µM. 0.43% of 370,000 active. AID 720596, 2013; in the data active means inhibition above about 24%; further: 0% = median of the test wells and 100% = reference compound wells
# BoNT-A LC inh2: BoNT/A light chain protease inhibitors, primary screen, biochemical, flow cytometry, MLPCN library. multiplex microsphere protease substrate cleavage. inhibition, % at 10 µM. 0.17% of 360,000 active. AID 588499, 2011; further: plate controls were buffer without enzyme for full effect and enzyme alone for no effect
# Rv3671c inh: Rv3671c serine protease inhibitors, primary screen, biochemical, fluorescence polarization, M. tuberculosis H37Rv; P9WHR9; inhibition, % at 5.96 µM; 0.048% of 320,000 active; AID 2606, 2010; in the data active means inhibition above about 38%;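 further: extracellular domain of Rv3671c used as enzyme; 0% = enzyme with DMSO and 100% = no enzyme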
# Target sequence (P9WHR9 whole entry, looked up, the tested form may be a part): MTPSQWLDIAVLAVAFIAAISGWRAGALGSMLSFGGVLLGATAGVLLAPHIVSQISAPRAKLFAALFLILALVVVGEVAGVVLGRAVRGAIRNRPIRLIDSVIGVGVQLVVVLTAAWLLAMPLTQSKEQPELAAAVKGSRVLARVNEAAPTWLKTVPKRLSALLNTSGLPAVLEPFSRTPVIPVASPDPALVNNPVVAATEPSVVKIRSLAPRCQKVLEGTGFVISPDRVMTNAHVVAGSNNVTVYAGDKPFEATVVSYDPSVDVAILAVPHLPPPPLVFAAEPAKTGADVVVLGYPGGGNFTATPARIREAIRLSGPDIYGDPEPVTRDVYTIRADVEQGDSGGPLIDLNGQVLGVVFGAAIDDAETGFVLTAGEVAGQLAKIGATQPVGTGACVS
# 3CLpro inhibitor: SARS-CoV 3CLpro protease inhibitors, primary screen, biochemical, quenched FRET. inhibition, % at 6 µM. recombinant SARS-CoV 3CLpro, quenched FRET peptide cleavage. AID 1706, 2009. 0.14% of 290,000 active; in the data active means inhibition above about 12%
# Numbers without * were called inactive; ? = inconclusive; nt = not tested or not shown; & = joins results of further samples. Unless noted, no stated cut-off is given here; in the data, active means inhibition above about 30%; inconclusive means no clear call, values can overlap the other calls; inactive means below that.
SMILES,DUSP3 inh,CCHF vOTU inh,MazF activator,SSB-PriA inh,Anthrax LF prot,BoNT F protease,PrPC TRFRET,BoNT-A LC inh2,Rv3671c inh,3CLpro inhibitor
COc1cccc(N2CCN(C(=O)C3C4C=CC5(CN(Cc6ccccc6Cl)C(=O)C35)O4)CC2)c1 (centres undefined),-5,0,3,-2,-2,1,0,-0.9,-2,-1
CCCN1CCC(NC(=O)Nc2cccc3ccccc23)CC1,-8,3,7,-13,-3,-1,-8,-0.9,1,1
O=C(N/N=C/c1ccccn1)c1ccco1,22,12,3,nt,0,-3,-5,-0.6,9,2
CCc1ccc(/C=C2\SC(=S)N(CCCC(=O)Nc3cc(C)on3)C2=O)cc1,nt,-6,-11,nt,-12,-1,-5,-0.6,nt,nt
O=C(C1CCCN(S(=O)(=O)c2cnc[nH]2)C1)N1CCN(c2ccc(Cl)cc2)CC1 (centres undefined),41,1,6,-7,-4,1,-3,0.0,4,-5
Cc1nc(=O)c(-c2ccccc2)c(C)n1-c1ccc(Br)cc1,-10,9,-34,12,2,0,3,0.3,2,3
Cc1ccc(NCc2ccc([N+](=O)[O-])s2)cc1,8,-4,10,17,-7,-11,-5,0.0,-4,-1
O=C(c1cccnc1NCc1ccccc1)N1CCOCC1,16,-1,2,-9,2,7,-3,0.8,2,-1
Cc1nc(N2CCCCC2)c2sc(=S)n(C)c2n1,11,4,12,3,3,-2,-3,0.1,-5,-5
CCOC(=O)C1(Cc2ccccc2C)CCCN(S(C)(=O)=O)C1 (centres undefined),-7,-1,0,-10,0,14,-2,-0.4,0,3
O=C(N/C(=C\c1ccc([N+](=O)[O-])cc1)C(=O)N1CCCCC1)c1ccccc1,22,-1,5,-5,7,-1,-11,-0.4,2,-1
Cc1cc(C(=O)N2CCCC(CO)(Cc3ccc(F)cc3F)C2)nn1C (centres undefined),nt,-5,6,nt,-4,-1,0,-0.1,nt,nt
O=C(O)c1ccc(CN2C(=O)c3ccc(C(=O)O)cc3C2=O)cc1,10,-6,2,-2,5,-13,-1,1.1,-9,-2
CC(C)CCn1nnnc1CN1CCN(c2ccc(F)cc2)CC1,8,1,0,-19,0,2,-2,0.0,8,-1
CC1CN(c2cnn(C(C)C)c(=O)c2Cl)CC(C)O1 (centres undefined),21,-4,-11,-11,-1,-10,0,-1.6,3,1
COc1ccc([C@H]2CC(=O)C=C(c3ccccc3-c3ccccc3)C2)cc1,nt,12,-3,-10,-2,-6,9,0.1,-7,nt
Cc1nn(CC(=O)NC(=O)NC2CCCC(C)C2C)c(=O)c(C#N)c1C (centres undefined),nt,11,5,-2,10,20,-18,1.0,1,nt
Cc1ccccc1C(=O)NNC(=O)/C=C/c1ccccc1,-1,-6,4,-2,0,-4,-3,-0.7,-6,0
Cc1ccc(C(=O)O)cc1NCc1cccnc1,nt,-6,-1,nt,-2,1,-6,0.2,nt,nt
CCOC(=O)CNC(=O)N1CCCC(C(=O)c2cccc(Cl)c2)C1 (centres undefined),-14,-7,5,-17,0,8,1,0.0,0,-2
CCc1ccc2nc(N(CCCN(C)C)C(=O)c3ccc(S(=O)(=O)N(C)C4CCCCC4)cc3)sc2c1,-9,10,-17,21&12,4,6,-12,-0.1,0,-3
Cc1c(C(=O)N2CCN(c3ccc(F)cc3)CC2)sc2nc3n(c(=O)c12)CCC3,-6,-12,8,-14,0,0,-1,0.7,-4,2
N#CC1=C(N)NC(SCC(=O)c2ccc(Br)cc2)=C(C#N)C12CCCCC2,-3,2,9,21,-2,-3,-4,-0.1,-9,8
COc1ccccc1CNC(=O)c1cc(-c2cc(F)ccc2OC)n[nH]1,nt,-4,nt,nt,-5,-4,-2,-0.3,nt,nt
CN1OC[C@@H]2CN(Cc3ccc4c(c3)OCO4)[C@H](c3ccc(N4CCCCC4)cc3)C[C@@H]21,nt,20,nt,nt,-22,15,-3,-15,nt,nt
Cc1ccc(N2C(=O)NC(=O)/C(=C\c3cnc(-c4ccccc4)nc3)C2=O)cc1,6,2,2,-6,1,4,4,0.3,-5,3
COc1ccc(C(=O)NNC(=O)CN2CCC(n3nnc4cc(C)ccc43)CC2)cc1,38,9,-5,-2,-2,2,2,0.6,0,1
CC1CCN(S(=O)(=O)c2ccc(NC(=O)CN3CCCC3)cc2)CC1,20,4,9,-14,-1,-7,10,-1.3,0,-2
Cc1ccc(-c2cc(C(=O)O)n(-c3ccc(S(N)(=O)=O)cc3)n2)cc1,1,1,8,-7,0,-2,-4,-0.2,0,-6
O=C(Nc1cn(-c2ccccc2)nc1-c1ccccc1)c1ccccc1,-4,5,-2,-8,-2,-4,-12,-1.3,-24,3
CC(C)c1nnc(NC(=O)C2CCCN2C(=O)Nc2cccc(Cl)c2)s1 (centres undefined),10,7,7,9,-6,-6,-2,0.8,1,8
CCCN(Cc1cc2cc(OC)ccc2[nH]c1=O)C(=O)c1ccncc1,20,6,-5,-22,-3,-4,1,0.2,6,-4
COc1ccc(Cl)cc1NC(=O)COC(=O)c1cc(NS(=O)(=O)c2cccs2)ccc1O,3,7,15,-9,-7,0,2,0.5,-93,3
CN1CCN(CCCNC(=S)Nc2ccc(F)c(Cl)c2)CC1,24,8,4,-11,-4,-6,-5,-0.7,10,0
COc1ccc(/C=N/OC/C(O)=C(\C#N)c2nc3ccccc3[nH]2)cc1OC,4,-5,-8,nt,0,-7,2,0.7,1,-4
CC(C)OC(=O)C1C(=O)CC(C)(O)C(C(=O)OC(C)C)C1c1cccnc1 (centres undefined),24,-7,6,-14,-5,2,3,0.0,-3,0
C=CCOC(=O)C1=C[C@H](c2cn(C(C)=O)c3ccccc23)[C@@H](CCCO)[C@H](OCC)O1,-4,6,6,11,-4,1,1,-0.2,4,2
Cc1cc(/C=C2/SC(=S)N(c3cccc(Cl)c3)C2=O)c(C)n1-c1cccnc1,nt,26,-62,30,51*,74*,8,60*,-3,-3
COc1ccc(N2CCN(C3CCCN(Cc4ccc(F)cc4Cl)C3)CC2)cc1 (centres undefined),51*,-2,4,1,-2,?,-6,-2.0,4,1
CN(C)CCCN(C(=O)COc1ccccc1)c1nc2ccc(Cl)cc2s1,-3,-6,3,4,-2,-15,0,0.7,-1,2
COCCN(C(=O)COC(=O)C12CC3CC(CC(O)(C3)C1)C2)c1c(N)n(Cc2ccccc2)c(=O)[nH]c1=O,nt,-6,-3,nt,4,1,3,0.2,nt,nt
O=S1(=O)N=C(N(CCO)/N=C/C=C/c2ccccc2)c2ccccc21,-7,4,-5,nt,-1,0,-14,-0.1,-7,-1
Cc1nn2c(NC(C)C)c3c(nc2c1-c1ccccc1)CCC3,9,-6,2,-32,-1,18,-7,1.4,9,-5
Cc1nc2c(-c3ccc(F)cc3)c(C)nn2c(N2CCOCC2)c1C,17,13,-2,-11,-6,-23,-2,-0.2,1,2
Clc1nc(-c2ccccc2)ncc1Oc1ccccc1,nt,5,-15,-53,-5,?,4,-1.4,-11,nt
CCS(=O)(=O)N1CCN(c2ccccn2)CC1,20,-2,6,-12,-1,-12,-3,-5.8,-2,3
COc1ccc(N2C(=O)C3CCCN3C2c2ccccc2F)cc1 (centres undefined),4,-2,7,0,-7,-9,0,-0.4,2,-1
Cn1c(CNC(=O)c2ccco2)nnc1SCC(=O)Nc1cccc(F)c1,24,-4,6,-4,-4,-3,3,-0.9,9,2
Cc1cccnc1NC(=O)Nc1cccc(C(F)(F)F)c1,3,4,3,-15,0,2,0,-0.4,-16,3
Cc1csc(=O)n1CCC(=O)OC(C)C(=O)Nc1ccc(N2CCOCC2)cc1 (centres undefined),nt,-6,5,-17,-6,-3,-1,2.1,-4,nt
CN(C)C(=O)COC(=O)c1ccccc1OCC(=O)Nc1ccc(SC(F)F)cc1,-8,15,-4,-6,1,-1,-2,0.3,-12,-4
c1cc2c(cc1-c1cnc3n1CCC3)OCCO2,-7,-6,4,-4,-1,-10,6,-0.4,4,4
COc1cc(OC)c(C(=O)OCC(=O)Nc2nnc(-c3ccccc3)o2)cc1OC,nt,10,3,-4,-2,-4,-2,-0.4,-3,nt
C[C@@]12C(=O)NCC(=O)N1[C@@H]1c3cc(Br)ccc3OC[C@@H]1[C@@H]2c1ccccc1,nt,-4,-1,-21,1,-7,-4,0.0,-3,nt
COc1ccc(C=Nc2cccc3c(=O)[nH][nH]c(=O)c23)c2ccccc12,0,12,2,-2,-1,-8,-7,-0.4,2,4
CC(=O)NC12CC3CC(CC(CC(=O)O)(C3)C1)C2,19,-3,-8,0,1,5,4,3.4,4,1
CCOC(=O)Cc1c(Sc2ccccc2)c2cc(C)ccc2n1C,0,-4,4,-35,1,-2,-7,0.3,0,-1

# Filtered by structure: the entries above containing fluorine (11)
SMILES,DUSP3 inh,CCHF vOTU inh,MazF activator,SSB-PriA inh,Anthrax LF prot,BoNT F protease,PrPC TRFRET,BoNT-A LC inh2,Rv3671c inh,3CLpro inhibitor
Cc1cc(C(=O)N2CCCC(CO)(Cc3ccc(F)cc3F)C2)nn1C (centres undefined),nt,-5,6,nt,-4,-1,0,-0.1,nt,nt
CC(C)CCn1nnnc1CN1CCN(c2ccc(F)cc2)CC1,8,1,0,-19,0,2,-2,0.0,8,-1
Cc1c(C(=O)N2CCN(c3ccc(F)cc3)CC2)sc2nc3n(c(=O)c12)CCC3,-6,-12,8,-14,0,0,-1,0.7,-4,2
COc1ccccc1CNC(=O)c1cc(-c2cc(F)ccc2OC)n[nH]1,nt,-4,nt,nt,-5,-4,-2,-0.3,nt,nt
CN1CCN(CCCNC(=S)Nc2ccc(F)c(Cl)c2)CC1,24,8,4,-11,-4,-6,-5,-0.7,10,0
COc1ccc(N2CCN(C3CCCN(Cc4ccc(F)cc4Cl)C3)CC2)cc1 (centres undefined),51*,-2,4,1,-2,?,-6,-2.0,4,1
Cc1nc2c(-c3ccc(F)cc3)c(C)nn2c(N2CCOCC2)c1C,17,13,-2,-11,-6,-23,-2,-0.2,1,2
COc1ccc(N2C(=O)C3CCCN3C2c2ccccc2F)cc1 (centres undefined),4,-2,7,0,-7,-9,0,-0.4,2,-1
Cn1c(CNC(=O)c2ccco2)nnc1SCC(=O)Nc1cccc(F)c1,24,-4,6,-4,-4,-3,3,-0.9,9,2
Cc1cccnc1NC(=O)Nc1cccc(C(F)(F)F)c1,3,4,3,-15,0,2,0,-0.4,-16,3
CN(C)C(=O)COC(=O)c1ccccc1OCC(=O)Nc1ccc(SC(F)F)cc1,-8,15,-4,-6,1,-1,-2,0.3,-12,-4

# Not all compounds are listed; count on the stated rates, not on these rows.
